NR3A LBD binder = modulates the human NR3A ligand-binding domain. NR3A LBD differential scanning fluorimetry, Tm shift; 0% = protein alone, 100% = glycine-bound protein. hit rate 2.5% among 340,000. Tm shift relative to glycine control, % at 25 µM;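 active = melting temperature shift of at least 10% of the positive control shift, at one fixed dose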
SENP1 FRET inh = SENP1 (human) catalytic domain inhibition. recombinant SENP1 catalytic domain, CyPet-SUMO1-YPet FRET cleavage. inhibition, % at 10 µM. Q9P0U3. hit rate 0.21% among 360,000;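 active = inhibition at least 30% at 10 µM, raw YFP signal under a set limit, fluorescence ratio 0.5 to 1.5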;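 also: 0% = enzyme with DMSO and 100% = no enzyme wells; some results filed as inactive read as strong as hits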
Target sequence (Q9P0U3 419-644 limits assumed): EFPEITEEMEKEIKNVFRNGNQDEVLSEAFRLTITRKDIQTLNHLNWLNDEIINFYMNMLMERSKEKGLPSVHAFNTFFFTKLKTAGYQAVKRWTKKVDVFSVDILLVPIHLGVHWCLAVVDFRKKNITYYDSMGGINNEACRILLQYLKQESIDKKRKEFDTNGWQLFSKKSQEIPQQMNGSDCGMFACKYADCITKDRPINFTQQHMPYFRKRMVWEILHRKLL
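material = recombinant human SENP1 catalytic domain, His6-tagged | quantity = 20 pM enzyme | reagent = 25 nM SUMO1 FRET substrate | compound dosing = 10 µM single point, 0.5% DMSO | timing = 50 min enzyme reaction, room temperature, light-protected | detection = FRET, CFP and YFP emission | control set = no-enzyme low, enzyme-DMSO high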
SENP8 block = inhibitors of human SENP8 protease; AID 602440; recombinant SENP8, Nedd8 substrate fluorescence; inhibition, % at 20 µM; hit rate 0.64% among 360,000; in the data active = inhibition mostly above about 40%, no sharp cut-off; inactive = mostly below about 27%
Target sequence (Q96LD8 whole entry, looked up): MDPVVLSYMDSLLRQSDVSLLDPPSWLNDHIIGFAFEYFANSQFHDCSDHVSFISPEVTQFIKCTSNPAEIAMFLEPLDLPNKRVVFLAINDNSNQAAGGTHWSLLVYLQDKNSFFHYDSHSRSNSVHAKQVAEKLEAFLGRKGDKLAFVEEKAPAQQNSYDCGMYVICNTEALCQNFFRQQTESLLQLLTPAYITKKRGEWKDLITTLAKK
hIAP activ = increases human intestinal alkaline phosphatase activity. hit rate 0.16% among 330,000. purified human IAP, CDP-Star luminescence, 30 min; active compounds read high; 1 = vehicle-only enzyme, 0 = enzyme-free background. activation factor at 10 µM. P09923;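 active = activation factor of the enzyme at least 2-fold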; also: the source names both 10 and 20 µM as test concentration; values of inactives mirror those of a sister screen read the other way
SENP6 inh = blocks the human protease SENP6 | Q9GZR1 | Recombinant SENP6 catalytic domain, aminoluciferin luminescence | inhibition, % at 10 µM | hit rate 1.8% among 330,000 | AID 2599;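 active = inhibition above about 50% at the single tested dose, limit read from the data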;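 also: plate controls were DMSO wells with enzyme for no effect and DMSO wells lacking enzyme for full effect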
Target sequence (Q9GZR1 628-1112 limits assumed): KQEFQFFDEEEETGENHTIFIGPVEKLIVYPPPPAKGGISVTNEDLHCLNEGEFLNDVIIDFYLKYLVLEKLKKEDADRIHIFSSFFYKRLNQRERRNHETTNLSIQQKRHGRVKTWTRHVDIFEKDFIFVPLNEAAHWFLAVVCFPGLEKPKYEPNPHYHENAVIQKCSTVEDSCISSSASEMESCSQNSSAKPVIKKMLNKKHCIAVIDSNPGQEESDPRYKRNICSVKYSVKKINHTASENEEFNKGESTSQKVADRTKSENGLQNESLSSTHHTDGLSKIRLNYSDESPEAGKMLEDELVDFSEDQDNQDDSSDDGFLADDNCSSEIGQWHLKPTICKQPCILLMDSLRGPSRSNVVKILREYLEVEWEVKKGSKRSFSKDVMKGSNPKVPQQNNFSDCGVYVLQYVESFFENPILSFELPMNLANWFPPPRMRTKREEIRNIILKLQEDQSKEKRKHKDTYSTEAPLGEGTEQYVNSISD
MPTP inh = blocks calcium-induced mitochondrial swelling. hit rate 1.4% among 360,000. inhibition, % at 10 µM. isolated mouse mitochondria, Ca2+ swelling absorbance, 30 min;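 active = inhibition of 50% or more, scaled per plate between neutral and stimulator controls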;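 also: 0% = DMSO wells given calcium and 100% = 1 mM EGTA wells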
ATG4B inhibitor = inhibitors of human ATG4B cysteine protease; hit rate 0.51% among 340,000; Q9Y4P1; ATG4B cleavage of LC3-PLA2, NBD-HPC fluorescence, 1 h; inhibition, % at 8.33 µM; AID 504462; in the data active = inhibition above about 40%
PfGluPho inh = PfG6PD (Plasmodium falciparum) enzyme inhibition; inhibition, % at 20 µM; hit rate 0.78% among 350,000; AID 504690; PfGluPho enzyme, NADPH resazurin-diaphorase fluorescence;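 active = inhibition reaching at least a set limit at 20 µM in the primary screen, cut at about 59% in these data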;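 also: 0% = DMSO wells with substrate and 100% = DMSO wells lacking glucose-6-phosphate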
* = called active by the depositor.

What do the screens show for `Cc1c(NC(=S)NC(=O)c2cccc3ccccc23)cccc1C(=O)O`?
NR3A LBD binder: 0.1; SENP1 FRET inh: 1.2; SENP8 block: 4.9; hIAP activ: 1.08; SENP6 inh: -7.2; MPTP inh: -0.7; ATG4B inhibitor: -2.8; PfGluPho inh: -14.4

What do the screens show for `COc1ccccc1-c1cc(C(F)(F)F)nc(S(=O)(=O)CCCC(=O)N2CCOCC2)n1`?
NR3A LBD binder: -0.6; SENP1 FRET inh: 0.3; SENP8 block: -416.4; hIAP activ: 1.68; SENP6 inh: -7.8; MPTP inh: 0.9; ATG4B inhibitor: -3.4; PfGluPho inh: -16.3

What do the screens show for `O=C(CCC(=O)N1CCOc2ccc(Cl)cc21)NCCCN1CCOCC1`?
NR3A LBD binder: -2.5; SENP1 FRET inh: 3.5; SENP8 block: 18.9; hIAP activ: 0.948; SENP6 inh: 1.4; MPTP inh: -0.5; ATG4B inhibitor: -5.7; PfGluPho inh: -9.0

What do the screens show for `O=C1c2ccccc2C(=O)N1CC(O)COc1ccccc1Cl` (stereo not drawn)?
NR3A LBD binder: 2.0; SENP1 FRET inh: 2.5; SENP8 block: 7.2; hIAP activ: 1.12; SENP6 inh: -1.7; MPTP inh: -1.3; ATG4B inhibitor: 3.9; PfGluPho inh: 17.8

How did CC(=O)Nc1ccc(S(=O)(=O)Nc2cc(C)cn(Cc3ccc(C)cc3)c2=O)cc1 do in these assays?
NR3A LBD binder: -0.5; SENP1 FRET inh: -38.7; SENP8 block: 3.3; hIAP activ: 1.07; SENP6 inh: 19.9; MPTP inh: 0.0; ATG4B inhibitor: -4.3; PfGluPho inh: -13.7

How did O=C1N=C(N2CCc3ccccc3C2)S/C1=C\c1ccc(O)cc1 do in these assays?
NR3A LBD binder: -10.4; SENP1 FRET inh: -0.3; SENP8 block: -245.1; hIAP activ: 0.933; SENP6 inh: -8.6; MPTP inh: 13.1; ATG4B inhibitor: 67.7*; PfGluPho inh: 5.0

How did COc1ccc(CCN=C2SCC(=O)N2C)cc1OC do in these assays?
NR3A LBD binder: -0.8; SENP1 FRET inh: 0.1; SENP8 block: 14.5; hIAP activ: 0.936; SENP6 inh: -16.2; MPTP inh: -1.1; ATG4B inhibitor: 1.6; PfGluPho inh: 15.3

Results for CCCCCSc1nc(O)cc(=O)[nH]1 ?
NR3A LBD binder: 1.1; SENP1 FRET inh: 1.8; SENP8 block: 21.0; hIAP activ: 0.988; SENP6 inh: 6.5; MPTP inh: -1.3; ATG4B inhibitor: -2.5; PfGluPho inh: -18.4

What do the screens show for `Cc1cc(OCC(=O)OCC(=O)Nc2cccnc2Cl)ccc1Cl`?
NR3A LBD binder: 2.6; SENP1 FRET inh: 5.0; SENP8 block: 8.3; hIAP activ: 1.05; SENP6 inh: -8.2; MPTP inh: 0.8; ATG4B inhibitor: -7.8; PfGluPho inh: 5.3

How did CCOC(=O)N1CCN(C(=O)Cc2ccc(Cl)cc2)CC1 do in these assays?
NR3A LBD binder: -9.4; SENP1 FRET inh: 1.0; SENP8 block: 5.9; hIAP activ: 1.13; SENP6 inh: -6.0; MPTP inh: -1.0; ATG4B inhibitor: -5.0; PfGluPho inh: 5.2

What do the screens show for `Oc1oc(-c2ccc(Br)cc2)nc1/C=N/c1ccccn1`?
NR3A LBD binder: -4.0; SENP1 FRET inh: -18.1; SENP8 block: -111.7; hIAP activ: 1.04; SENP6 inh: -10.9; MPTP inh: 3.1; ATG4B inhibitor: -1.9; PfGluPho inh: -1.6

What do the screens show for `O/N=C1\CCCc2nnc3c(c21)CCCC3`?
NR3A LBD binder: 1.4; SENP1 FRET inh: 0.2; SENP8 block: 15.5; hIAP activ: 0.795; SENP6 inh: -1.0; MPTP inh: 0.2; ATG4B inhibitor: -8.9; PfGluPho inh: 10.3

How did O=C(COC(=O)c1cccc(O)c1)Nc1ccc(S(=O)(=O)N2CCOCC2)cc1 do in these assays?
NR3A LBD binder: -0.2; SENP1 FRET inh: -1.3; SENP8 block: 2.9; hIAP activ: 1.04; SENP6 inh: 6.9; MPTP inh: 0.5; ATG4B inhibitor: 3.7; PfGluPho inh: 16.1

Results for CCOCCCNCc1ccc(OCCC(C)C)c(OC)c1 ?
NR3A LBD binder: -0.3; SENP1 FRET inh: 0.1; SENP8 block: 13.4; hIAP activ: 0.963; SENP6 inh: 4.9; MPTP inh: 1.3; ATG4B inhibitor: -12.9; PfGluPho inh: 4.6

How did COc1ccc(NC(=S)NCCCN2CCCC2=O)c(OC)c1 do in these assays?
NR3A LBD binder: -0.1; SENP1 FRET inh: -0.1; SENP8 block: 5.8; hIAP activ: 1.06; SENP6 inh: -7.8; MPTP inh: 0.4; ATG4B inhibitor: -4.0; PfGluPho inh: -9.1

What do the screens show for `O=C(CCC(=O)c1ccc(-c2ccccc2)cc1)Nc1cccnc1`?
NR3A LBD binder: -0.8; SENP1 FRET inh: 1.0; SENP8 block: 0.5; hIAP activ: 0.946; SENP6 inh: 17.4; MPTP inh: 0.9; ATG4B inhibitor: 0.1; PfGluPho inh: 2.7

How did O=C(NC1CCCCC1)c1cc(S(=O)(=O)N2CCCCC2)ccc1N1CCOCC1 do in these assays?
NR3A LBD binder: 1.1; SENP1 FRET inh: 0.5; SENP8 block: -8.3; hIAP activ: 1.14; SENP6 inh: -14.8; MPTP inh: 0.9; ATG4B inhibitor: 2.3; PfGluPho inh: 1.3

Results for COc1cc(S(=O)(=O)NC2CCCCC2)ccc1F ?
NR3A LBD binder: -2.8; SENP1 FRET inh: 0.0; SENP8 block: 4.3; hIAP activ: 0.879; SENP6 inh: -1.6; MPTP inh: -2.8; ATG4B inhibitor: 0.4; PfGluPho inh: -13.4

What do the screens show for `COc1ccc(-c2noc(Cc3ccc(Cl)cc3)n2)cc1OC`?
NR3A LBD binder: -3.9; SENP1 FRET inh: -0.6; SENP8 block: -27.9; hIAP activ: 0.805; SENP6 inh: -20.5; MPTP inh: 0.9; ATG4B inhibitor: -0.4; PfGluPho inh: -1.7

How did CC(C)CCCN1CCN=C1Nc1ccccc1 do in these assays?
NR3A LBD binder: 2.3; SENP1 FRET inh: 1.2; SENP8 block: 10.1; hIAP activ: 0.881; SENP6 inh: -13.7; MPTP inh: -0.6; ATG4B inhibitor: -1.9; PfGluPho inh: 11.8

What do the screens show for `CCCCN1C(=O)C(=Nc2cccc3cnccc23)c2ccccc21`?
NR3A LBD binder: -0.2; SENP1 FRET inh: -0.4; SENP8 block: -398.3; hIAP activ: 0.897; SENP6 inh: 87.0*; MPTP inh: 1.4; ATG4B inhibitor: 7.6; PfGluPho inh: 2.4

What do the screens show for `O=C(NCCCn1ccnc1)c1ccc2nccnc2c1`?
NR3A LBD binder: 8.0; SENP1 FRET inh: 1.9; SENP8 block: 8.5; hIAP activ: 1.04; SENP6 inh: -4.1; MPTP inh: -0.4; ATG4B inhibitor: -0.7; PfGluPho inh: 0.1

What do the screens show for `O=C(CN1c2cccc3cccc(c23)S1(=O)=O)NCCc1ccc(F)cc1`?
NR3A LBD binder: -1.1; SENP1 FRET inh: -2.4; SENP8 block: inactive; hIAP activ: 1.05; SENP6 inh: 6.8; MPTP inh: 1.0; ATG4B inhibitor: -9.2; PfGluPho inh: -0.3

What do the screens show for `CCOc1ccc(N(CC(=O)O)S(=O)(=O)c2ccc(OC)c(OC)c2)cc1`?
NR3A LBD binder: -0.3; SENP1 FRET inh: 0.4; SENP8 block: 16.8; hIAP activ: 0.984; SENP6 inh: -20.0; MPTP inh: -0.6; ATG4B inhibitor: -5.9; PfGluPho inh: -33.4

What do the screens show for `COc1ccc(C(C(=O)NC2CCCC2)N(C(=O)c2snc(C(N)=O)c2N)c2ccccc2OC)cc1OC` (stereo not drawn)?
NR3A LBD binder: -4.4; SENP1 FRET inh: -23.1; SENP8 block: -324.3; hIAP activ: 0.947; SENP6 inh: 10.4; MPTP inh: -2.1; ATG4B inhibitor: 1.5; PfGluPho inh: 4.1

Results for COc1cccc(C(=O)Nc2ccc(NC(=O)C3CC3)nc2)c1 ?
NR3A LBD binder: -33.1; SENP1 FRET inh: 0.9; SENP8 block: -4.6; hIAP activ: 1.07; SENP6 inh: 10.3; MPTP inh: -2.2; ATG4B inhibitor: -7.8; PfGluPho inh: -4.0

How did O=C(CSC(=S)N1CCCCC1)N1N=CCC1c1ccccc1 (stereo not drawn) do in these assays?
NR3A LBD binder: -3.7; SENP1 FRET inh: 1.5; SENP8 block: 32.3; hIAP activ: 1.16; SENP6 inh: -16.8; MPTP inh: 0.6; ATG4B inhibitor: 0.7; PfGluPho inh: 1.9

Results for COc1ccc([C@H]2C[C@@H](n3cc(-c4ccc(F)cc4)nn3)[C@H](O)CN2C(=O)C2CCCCC2)cc1 ?
SENP1 FRET inh: -1.1; SENP8 block: 9.1; MPTP inh: -0.9; PfGluPho inh: -0.2

What do the screens show for `Nc1n[nH]c(N)c1N=Nc1ccc(F)cc1`?
NR3A LBD binder: 2.7; SENP1 FRET inh: -0.9; SENP8 block: 41.4*; hIAP activ: 1.07; SENP6 inh: 15.4; MPTP inh: -0.2; ATG4B inhibitor: 1.8; PfGluPho inh: -17.5

How did COc1ccc(C(=O)Nc2ccc3c(c2)nc2n3CCSC2)cc1 do in these assays?
NR3A LBD binder: -1.7; SENP1 FRET inh: -85.8; SENP8 block: -89.7; hIAP activ: 1.08; SENP6 inh: -7.9; MPTP inh: -0.3; ATG4B inhibitor: -8.9; PfGluPho inh: -1.7

Results for O=C(NCc1ccccn1)c1cc(Cl)ccc1OCc1ccccc1 ?
NR3A LBD binder: -0.8; SENP1 FRET inh: 1.9; SENP8 block: -2.7; hIAP activ: 1.01; SENP6 inh: -4.8; MPTP inh: 1.0; ATG4B inhibitor: -6.4; PfGluPho inh: 13.8

How did Cc1ccc(OCCN2C(=O)S/C(=C\c3ccc(C)o3)C2=O)cc1 do in these assays?
NR3A LBD binder: 1.6; SENP1 FRET inh: 2.9; SENP8 block: 3.9; hIAP activ: 0.908; SENP6 inh: -8.1; MPTP inh: 2.1; ATG4B inhibitor: 33.2; PfGluPho inh: 43.9

What do the screens show for `COc1ccc(Br)cc1C(=O)Nc1cccc(NC(=O)c2ccco2)c1`?
NR3A LBD binder: 5.0; SENP1 FRET inh: -1.1; SENP8 block: 26.5; hIAP activ: 0.944; SENP6 inh: -6.3; MPTP inh: 8.5; ATG4B inhibitor: 16.4; PfGluPho inh: 30.1

What do the screens show for `COc1cccc(NC(=O)NCc2ccccn2)c1`?
NR3A LBD binder: 1.7; SENP1 FRET inh: -0.2; SENP8 block: 9.3; hIAP activ: 1.05; SENP6 inh: -0.5; MPTP inh: -0.6; ATG4B inhibitor: 4.3; PfGluPho inh: -6.3

What do the screens show for `CC(=O)C12CC(C)=C(C)CC1CC1C3CCC4=CC(=O)CCC4(C)C3CCC12C` (stereo not drawn)?
NR3A LBD binder: -1.4; SENP1 FRET inh: 1.7; SENP8 block: -3.8; hIAP activ: 0.96; SENP6 inh: -4.3; MPTP inh: 12.7; ATG4B inhibitor: -12.8; PfGluPho inh: 6.8

How did Cc1c(-c2nn(C)c(=O)c3ccccc23)oc2ccc(F)cc2c1=O do in these assays?
NR3A LBD binder: -0.1; SENP1 FRET inh: 0.9; SENP8 block: 18.2; hIAP activ: 1.06; SENP6 inh: 6.8; MPTP inh: -0.4; ATG4B inhibitor: -6.4; PfGluPho inh: 23.4

Grouped by structure: the compounds so far with a furan ring, fused or not
How did Cc1ccc(OCCN2C(=O)S/C(=C\c3ccc(C)o3)C2=O)cc1 do in these assays?
NR3A LBD binder: 1.6; SENP1 FRET inh: 2.9; SENP8 block: 3.9; hIAP activ: 0.908; SENP6 inh: -8.1; MPTP inh: 2.1; ATG4B inhibitor: 33.2; PfGluPho inh: 43.9

What do the screens show for `COc1ccc(Br)cc1C(=O)Nc1cccc(NC(=O)c2ccco2)c1`?
NR3A LBD binder: 5.0; SENP1 FRET inh: -1.1; SENP8 block: 26.5; hIAP activ: 0.944; SENP6 inh: -6.3; MPTP inh: 8.5; ATG4B inhibitor: 16.4; PfGluPho inh: 30.1

Screening results deposited in PubChem BioAssay by Sanford-Burnham Center for Chemical Genomics.
